Screens (PubChem)
TGFb inhibitor – blocks TGF-b signaling; HepG2 CAGA-GFP TGF-b/SMAD3 reporter, GFP fluorescence, 18 h; TGF-beta stimulated, 500 pg/mL final; Potency, µM (top dose mostly 46.1 µM), inactives show top-dose activity, negative = inhibition, most hits filed as inhibitors; 1.2% of 410,000 active; further: potency means the concentration at half of the fitted maximal effect; on the % scale 0 is the no-effect control and ±100 the full control effect; nearly all actives have a fitted effect of over 65% in size
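Using HEPG2 CAGA-GFP reporter cells at 1000 cells/well, we pinned test compounds, stimulated with recombinant TGF-beta (500 pg/mL final) and measured total well GFP after 18 h.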
ATXN2 expr inh – ATXN2 expression inhibition. Potency, µM (highest dose often 57 µM), inactives show at the highest dose activity change, negative = inhibition, most hits filed as inhibitors. HEK-293 ATXN2-luciferase reporter, luminescence, 24 h. 0.72% of 360,000 active; further: potency means the concentration at half of the fitted maximal effect; on the % scale 0 is the no-effect control and ±100 the full control effect; nearly all actives have a fitted effect of over 55% in size
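qHTS (up to 57 uM final) was run with 24 h compound exposure of reporter cells at 37 °C. Each well was multiplexed: SteadyGlo luminescence measured ATXN2-luciferase expression after a fluorogenic Gly-Phe-AFC viability readout (25 uM final).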
ATXN viability – viability counter-screen for ATXN expression inhibitors | S2 cells (HEK-293 line with an ATXN2-luciferase reporter) viability, CellTiter-Fluor protease fluorescence, 24 h | Potency, µM (highest dose often 56.7 µM), usual class: cytotoxic | 0.49% of 400,000 active; further: potency means the concentration at half of the fitted maximal effect; nearly all actives have a fitted effect of over 40% in size
EPAC2 agonist – EPAC2 (human) agonism; EPAC2 activation, biochemical qHTS; response scale: 100% = 6.5 mM cAMP response; Q8WZA2; Potency, µM (titrated, usually from 154 µM), for the others: top-dose activation, usual class: activators; AID 720711; 0.079% of 360,000 active; further: potency means the concentration at half of the fitted maximal effect; nearly all actives have a fitted effect of over 50% in size
Target sequence (Q8WZA2 whole entry, looked up): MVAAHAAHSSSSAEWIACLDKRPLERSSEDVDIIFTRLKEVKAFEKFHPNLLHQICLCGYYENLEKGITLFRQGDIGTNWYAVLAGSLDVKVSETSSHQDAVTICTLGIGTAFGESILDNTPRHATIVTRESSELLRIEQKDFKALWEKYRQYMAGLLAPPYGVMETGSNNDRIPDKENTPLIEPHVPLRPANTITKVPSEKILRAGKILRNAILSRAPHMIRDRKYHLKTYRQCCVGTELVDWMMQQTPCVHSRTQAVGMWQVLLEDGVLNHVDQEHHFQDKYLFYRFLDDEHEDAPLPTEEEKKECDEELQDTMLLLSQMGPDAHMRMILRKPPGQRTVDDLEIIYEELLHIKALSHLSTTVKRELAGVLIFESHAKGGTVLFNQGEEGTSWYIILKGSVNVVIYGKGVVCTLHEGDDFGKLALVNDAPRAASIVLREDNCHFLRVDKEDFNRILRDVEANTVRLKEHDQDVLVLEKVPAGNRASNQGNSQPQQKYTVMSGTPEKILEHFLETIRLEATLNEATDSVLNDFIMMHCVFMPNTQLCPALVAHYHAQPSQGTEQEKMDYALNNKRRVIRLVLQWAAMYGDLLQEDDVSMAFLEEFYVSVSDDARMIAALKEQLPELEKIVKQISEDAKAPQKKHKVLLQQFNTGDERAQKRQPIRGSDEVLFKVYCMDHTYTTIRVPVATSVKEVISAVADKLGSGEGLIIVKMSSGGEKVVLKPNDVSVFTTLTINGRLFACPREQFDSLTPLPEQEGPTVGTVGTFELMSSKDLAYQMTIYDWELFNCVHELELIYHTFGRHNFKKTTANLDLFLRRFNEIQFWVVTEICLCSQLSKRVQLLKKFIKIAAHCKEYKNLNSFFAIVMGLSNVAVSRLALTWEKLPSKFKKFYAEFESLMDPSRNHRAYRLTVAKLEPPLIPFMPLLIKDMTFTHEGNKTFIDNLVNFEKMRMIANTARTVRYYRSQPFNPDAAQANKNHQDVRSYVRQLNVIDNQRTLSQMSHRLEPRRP
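EPAC2 (100 nM) mixed with Rap1B loaded with BODIPY-GDP (250 nM) plus 50 uM unlabeled GDP; compounds pinned in, 5 min RT, then read every 5 min for 30 min (ex 480, em 540 nm). Normalized to cAMP control.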
HepG2 tox – HepG2 cytotoxicity, counter-screen for TGF-b inhibitors; AID 588856; HepG2 CAGA-GFP viability, ATP luminescence, 18 h; 0.76% of 410,000 active; Potency, µM (series often up to 46.1 µM), for inactives: at the highest dose activity change, negative = cytotoxicity, most hits filed as cytotoxic; further: potency means the concentration at half of the fitted maximal effect; some results filed as inactive show a strong effect at the top dose
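HepG2 CAGA-GFP cells (1000/well, DMEM with 1% FBS) received compound, then TGF-beta at 500 pg/mL final, and were incubated 18 hours at 37 degrees C. Viability was read by CellTiter-Glo luminescence. Media-only wells were set as complete cell-killing and DMSO as no toxicity.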
Nrf2 inh – inhibitors of Nrf2 signaling | Potency, µM (top dose mostly 46 µM), inactives show top-dose activity change, negative = inhibition, usual class: inhibitors | A549 ARE-Fluc reporter, luciferase luminescence, 18-24 h | 2.1% of 360,000 active | AID 504444; further: potency means the concentration at half of the fitted maximal effect; on the % scale 0 is the no-effect control and ±100 the full control effect; nearly all actives have a fitted effect of over 60% in size
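Nrf2 activity is the BugLite luminescence, read 15 min after reagent at room temperature, following CellTiter-Fluor cytotoxicity readout (30 min, 37C). Compound titrations were applied for 18-24 h to 5000 A549 ARE_Fluc cells/well in 5% FBS OPTI-MEM.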
Nrf2 activator – activates Nrf2 signaling | AREc32 ARE-luciferase reporter (MCF7-derived line), luminescence, 24 h | Potency, µM (titrated, usually from 46.1 µM), without a hit: at the highest dose activation, actives largely listed as activators | 0.31% of 410,000 active | AID 624171; further: potency means the concentration at half of the fitted maximal effect; % of control where 0% means no effect; nearly all actives have a fitted effect of over 65% in size
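ARE-driven firefly luciferase activity in AREc32 cells measured after a 24 hr compound exposure at 37 deg C, using Steady-Glo reagent and a 30 min room-temperature hold.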
IL2 activator – IL-2 activation | AID 652025 | IL-2 activation reporter assay, cell-based qHTS; stimulated with anti-CD3/CD4/CD28 beads; in transgenic mouse T cells | activation, % (series mostly up to about 46 µM) | 0.065% of 360,000 active; in the data active means activation above about 50%; inconclusive means mostly about 30% to 49%; further: 0% is about no effect
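Screening format: compound pinned onto unstimulated transgenic mouse T cells, 60 min incubation, then anti-CD3/anti-CD4/anti-CD28 bead stimulation for 18 hours at 37 degrees C, followed by EGFP and DsRed detection.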
A549 viability – A549 cytotoxicity, counter-screen for Nrf2 inhibitors; A549 ARE-Fluc cells, CellTiter-Fluor viability, 18-24 h; Potency, µM (highest dose often 46 µM), without a hit: at the highest dose activity change, negative = cytotoxicity, actives largely listed as inhibitors; 0.16% of 390,000 active; AID 504648; further: potency means the concentration at half of the fitted maximal effect; on the % scale 0 is the no-effect control and ±100 the full control effect
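A549 ARE-Fluc cells in 5% FBS OPTI-MEM, 5000 cells/well, rested 2 h then exposed to compounds in concentration-response for 18-24 h at 37 °C. Viability by CellTiter-Fluor fluorescence (Ex 405/Em 525) after 30 min; luciferase luminescence (BugLite, 15 min, RT) read afterwards.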
The depositor's hits bear a star; i = inactive; ? = inconclusive; . = not tested or not shown; [ ] = dose if it differs, or a comment. Unless noted, the call rests on the fitted dose curve; in most records, active means well fitted curve in the direction sought with a large enough effect; inconclusive means small, poorly fitted or top-dose-only effect, or another doubt; inactive means no such curve, though single readings can be large; an effect the other way counts as inactive or inconclusive.

SMILES	TGFb inhibitor	ATXN2 expr inh	ATXN viability	EPAC2 agonist	HepG2 tox	Nrf2 inh	Nrf2 activator	IL2 activator	A549 viability
Cc1ccc(-n2c(=O)cc(N3CCN(Cc4ccccc4)CC3)[nH]c2=O)cc1	8.6%	-1.3%	i	-2.8%	-1.1%	3.6%	0.0%	-0.6	20.2%
O=C(Nc1cccc(S(=O)(=O)c2cccc(NC(=O)C3CC3)c2)c1)C1CC1	-10.7%	-22.3%	i	16.1%	1.8%	8.2µM*	-0.2%	-1.5	-6.7%
COc1ccc(-c2ccc(NS(=O)(=O)c3cccc(C)c3)cc2)nn1	0.0%	-14.4%	?	.	1.6%	.	1.0%	.	?
CC(C)CC1(C)NC(=O)N(CC(=O)Nc2ccccc2Br)C1=O (stereo not drawn)	-10.0%	2.8%	i	9.3%	-1.3%	-1.1%	-0.2%	-0.7	-5.4%
O=C(NC(=S)Nc1cccc(Cl)c1N1CCCCC1)c1cccs1	?	18.4%	i	3.6%	-16.6%	.	7.8%	0.2	?
COC(=O)c1cc(C(=O)OCC(=O)N2CCCCC2)cc([N+](=O)[O-])c1	-1.1%	4.3%	i	8.6%	-4.4%	2.4%	0.0%	1.1	0.7%
Cc1ccc(Cl)c(NC(=O)COC(=O)c2ccccc2C(=O)c2ccc(Cl)c([N+](=O)[O-])c2)c1Cl	?	?	.	-1.9%	-44.3%	23.1µM*	0.2%	-0.8	?
Cc1ccccc1S(=O)(=O)N1C[C@H]2CON(C)[C@H]2C[C@H]1c1cccc(N2CCOCC2)c1	0.3%	5.5%	i	7.5%	2.5%	6.8%	-0.9%	0.6	6.7%
O=C(c1ccc(Cl)cc1)c1cnc(Nc2ccccc2)s1	4.8%	4.8%	i	6.4%	9.9%	-3.5%	2.6%	-2.5	-12.5%
CCOc1ccccc1-c1nc(-c2cc3ccc(C)cc3[nH]c2=O)no1	-9.9%	-11.1%	i	-5.8%	-16.5%	7.8%	5.3%	-3.4	.
O=C(CSc1nc(NS(=O)(=O)c2ccccc2)cc(=O)[nH]1)Nc1ccc(Cl)cc1	0.7%	-26.2%	i	1.1%	-27.3%	11.8%	3.8%	0.9	-0.4%
COC(=O)c1cc2oc(C)cc2n1Cc1ccccc1Cl	-16.6%	-8.0%	?	.	-29.9%	?	0.5%	.	0.5%
Cc1ccccc1-c1nc(CS(=O)(=O)CC(=O)NCc2cccc(Cl)c2)c(C)o1	?	-38.9%	i	.	-50.0%	?	0.1%	.	-11.5%
CCOc1cc(/C=N/NC(=O)CCn2nnc3ccccc32)ccc1O	2.7%	1.1%	i	7.9%	-50.1%	-17.5%	1.1%	0.1	2.2%
Fc1ccc(CSc2ccc3nnc(-c4cccs4)n3n2)cc1	-1.0%	.	i	5.5%	-22.7%	8.2%	16.6%	-2.1	3.9%
Cc1ccc(C(=O)NCC(=O)OCC(=O)Nc2ccc3[nH]c(=O)[nH]c3c2)cc1	-1.5%	-12.7%	i	5.4%	2.6%	-2.6%	-0.7%	-0.6	1.5%
COc1ccc(CCNC(=O)c2ccc3c(c2)N(Cc2ccccc2F)C(=O)c2ccccc2S3=O)cc1OC (stereo not drawn)	-6.6%	-3.2%	i	.	-18.1%	?	0.2%	.	-9.3%
CCCCCCC(O)(CCN1CCCCC1)c1ccccc1 (stereo not drawn)	-14.9%	-23.7%	i	16.3%	-37.7%	11.0%	-0.7%	-0.6	-10.0%
CCOc1ccc(CN2CCN(Cc3[nH]c4ccccc4c3C)CC2CCO)cc1 (stereo not drawn)	?	-21.5%	i	-4.5%	-86.3%	-1.1%	2.5%	0.1	-8.1%
S=c1nc(NCc2ccc3c(c2)OCO3)c2ccccc2[nH]1	-3.4%	-12.4%	i	2.7%	-10.5%	-0.7%	0.1%	0.2	6.3%
Cc1nc(=O)c(-c2ccccc2)c(C)n1-c1ccccc1C(=O)O	-0.9%	-3.7%	i	0.5%	1.0%	-4.6%	-0.2%	-2.2	-4.6%
COc1ccc(S(=O)(=O)N[C@@H](Cc2ccccc2)C(=O)N2CC[C@@]3(O)CCCC[C@H]3C2)cc1	11.8%	-10.2%	i	1.9%	-6.1%	-13.5%	0.1%	1.9	0.1%
COc1ccc(OC)c(CCNC(=O)c2cc3c(=O)n(C)c4ccccc4c3n2C)c1	?	-7.4%	i	.	-20.8%	?	0.1%	.	-0.8%
Cc1ccc(-n2ncc3c2CC(C)(C)CC3NC(=O)CCc2cnn(C)c2)cc1 (stereo not drawn)	-18.7%	-7.7%	i	-7.7%	-24.1%	?	0.3%	0.6	-14.0%
CC1(C(=O)NS(=O)(=O)c2ccc3c(c2)CCO3)CCN1C(=O)CCc1ccc(Cl)cc1Cl (stereo not drawn)	-12.0%	-8.7%	i	4.3%	-36.1%	.	-0.6%	1.9	.

Look-ups from the entries so far.
For EPAC2 agonist, Cc1ccc(-n2c(=O)cc(N3CCN(Cc4ccccc4)CC3)[nH]c2=O)cc1 has -2.8%
For Nrf2 activator, COC(=O)c1cc2oc(C)cc2n1Cc1ccccc1Cl has 0.5%

Some of these compounds in order of length of the SMILES, descending.
SMILES	TGFb inhibitor	ATXN2 expr inh	ATXN viability	EPAC2 agonist	HepG2 tox	Nrf2 inh	Nrf2 activator	IL2 activator	A549 viability
COc1ccc(S(=O)(=O)N[C@@H](Cc2ccccc2)C(=O)N2CC[C@@]3(O)CCCC[C@H]3C2)cc1	11.8%	-10.2%	i	1.9%	-6.1%	-13.5%	0.1%	1.9	0.1%
O=C(Nc1cccc(S(=O)(=O)c2cccc(NC(=O)C3CC3)c2)c1)C1CC1	-10.7%	-22.3%	i	16.1%	1.8%	8.2µM*	-0.2%	-1.5	-6.7%
CCOc1ccccc1-c1nc(-c2cc3ccc(C)cc3[nH]c2=O)no1	-9.9%	-11.1%	i	-5.8%	-16.5%	7.8%	5.3%	-3.4	.

Structural class: the compounds so far containing an aryl thioether with sulfur outside any ring.
SMILES	TGFb inhibitor	ATXN2 expr inh	ATXN viability	EPAC2 agonist	HepG2 tox	Nrf2 inh	Nrf2 activator	IL2 activator	A549 viability
O=C(CSc1nc(NS(=O)(=O)c2ccccc2)cc(=O)[nH]1)Nc1ccc(Cl)cc1	0.7%	-26.2%	i	1.1%	-27.3%	11.8%	3.8%	0.9	-0.4%
Fc1ccc(CSc2ccc3nnc(-c4cccs4)n3n2)cc1	-1.0%	.	i	5.5%	-22.7%	8.2%	16.6%	-2.1	3.9%

Following part
SMILES	TGFb inhibitor	ATXN2 expr inh	ATXN viability	EPAC2 agonist	HepG2 tox	Nrf2 inh	Nrf2 activator	IL2 activator	A549 viability
COc1ccc(NS(=O)(=O)c2cc(N)ccc2N2CCOCC2)cc1	-2.6%	-4.1%	i	11.9%	-6.5%	-9.9%	-0.1%	0.5	-0.6%
COc1ccc(NC(=O)c2sc3nc4n(c(=O)c3c2C)CCC4)c(OC)c1	-6.8%	.	.	.	-16.4%	?	-1.1%	.	-0.3%
COc1ccccc1CNC(=O)Cn1cccc1	2.9%	1.7%	i	4.7%	2.5%	-0.3%	0.3%	-1.0	7.3%
CN(CC(=O)NCc1ccccc1Cl)S(=O)(=O)c1ccc2c(c1)n(C)c(=O)c(=O)n2C	-5.0%	10.2%	i	-1.2%	3.9%	-9.4%	-0.9%	-0.8	7.1%
Cn1c(Cc2ccccc2)nnc1SCC(=O)Nc1ccccc1	-10.5%	-18.2%	i	-0.6%	3.5%	3.3%	0.2%	-3.5	-3.3%
CCOc1ccc(N2CC(C(=O)Nc3nnc(Cc4ccc(OC)c(OC)c4)s3)CC2=O)cc1 (stereo not drawn)	?	1.7%	i	-11.2%	-47.5%	-6.8%	1.9%	-2.1	0.7%
COc1ccc(S(=O)(=O)N2CCOC2CNC(=O)C(=O)NCc2ccco2)cc1OC (stereo not drawn)	2.1%	14.8%	i	-2.0%	0.9%	-5.9%	0.0%	0.6	2.9%
COc1cccc(NC(=O)CN(C)C(=O)CNC(=O)c2sc3ccccc3c2Cl)c1	?	-11.5%	i	-1.3%	-28.6%	8.3%	4.1%	0.7	0.2%
COc1ccccc1-c1nnc(-c2ccc(N3CCOCC3)cc2)o1	-8.0%	34.5%[activator]	i	-2.0%	-22.6%	23.8%	3.4%	-2.3	-11.3%
O=C(NC1CC1)C1=C[C@@H](c2ccc3c(c2)OCO3)C[C@@H](OCc2ccc(CO)cc2)O1	?	1.2%	i	-9.4%	-3.2%	7.9%	0.4%	0.5	-1.5%
O=C(Nc1nc(-c2cc(Cl)sc2Cl)cs1)c1ccccc1	?	0.9%	i	6.2%	-2.3%	?	10µM*	1.3	?
Cc1ccc(Sc2ccc(NC(=O)CCl)cc2)c(C)c1	?	31.6µM*	.	18.2%	-89.8%	-9.3%	?	-0.1	3.8%
CCc1ccc(Nc2n[n+](-c3ccccc3)c(-c3c(Cl)cccc3Cl)s2)cc1	7.08µM*	10µM*	10µM*	3.4%	-108.0%	?	-3.0%	-0.9	?
COc1cc2c(cc1OC)C(C)N(S(=O)(=O)c1cnc(Cl)c(Cl)c1)CC2 (stereo not drawn)	?	.	.	9.9%	-6.7%	?	?	0.0	0.7%
COc1cccc(C(=O)NCC(c2cccs2)N2CCc3ccccc32)c1 (stereo not drawn)	?	-14.8%	i	11.4%	-20.5%	?	3.1%	-5.1	?
NNC(=S)Nc1ccccc1Cl	-0.5%	40.8%[activator]	i	-7.1%	-9.9%	?	14.2%	-3.0	6.1%
CC(C)(C)NC(=O)NC(=O)CN1CCN(C(c2ccccc2)c2ccccc2)CC1	2.6%	2.1%[11.3 µM]	i	7.9%	-4.4%	-10.3%	-0.4%	5.6	0.2%
NC(=S)Nn1c(CCC(=O)O)ccc1-c1ccccc1	6.4%	3.7%	i	0.4%	-10.0%	-0.5%	0.2%	-0.8	-0.4%
Cc1cc(C(=O)NCc2csc(-c3ccccc3)n2)no1	?	3.1%	i	3.6%	-1.1%	19.1%	-0.1%	-3.1	8.4%
